V-ATPase pHluor: alters yeast V-ATPase proton transport; S. cerevisiae, pHLuorin cytosolic pH fluorescence; response, % at 10 µM; hit rate 0.37% among 350,000; AID 504577; in the data active means response mostly above about 7.3%, no sharp cut-off; inactive means mostly below about 5.4%; further: actives read high; inactives centre near 0; some compounds called inactive have numbers as strong as hits; reference of the scale not given here
Keap1-Nrf2 PPI: Keap1-Nrf2 (human) interaction inhibition. Q14145. AID 504523. hit rate 0.15% among 340,000. inhibition, % at 9.4 µM. Keap1 Kelch-Nrf2 peptide fluorescence polarization, 1536-well; in the data active means inhibition above about 12%;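 further: human Keap1 Kelch domain with fluorescein labeled Nrf2 9mer peptide probe; 0% = neutral control wells and 100% = peptide positive control; higher means more block of Keap1 binding to Nrf2 peptide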
Cardiac RTF inh: cardiac RTF calcium desensitization; P19429+P45379; IANBD-labeled cardiac RTF, Ca2+ fluorescence; inhibition, % at 7.15 µM; hit rate 0.12% among 340,000; AID 493244;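 active means inhibition above the mean inhibition of all tested compounds plus 3 SD, cut at about 17% in these data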;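 further: assay run at fixed EC70 calcium of 1.6 mM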
cardiac RTF act: increases calcium sensitivity of human cardiac regulated thin filaments | hit rate 0.24% among 340,000 | activation, % at 7.2 µM | AID 493008 | IANBD-labeled TnC RTF fluorescence at EC20 calcium; 0% EC20 calcium, 100% full calcium | P19429+P45379;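 active means activation above the mean over all tested compounds plus 3 SD, cut at about 30% in these data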;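 further: rise in fluorescence read as greater calcium sensitivity of cardiac thin filaments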
MOR-DOR ag: OPRM1-OPRD1 heterodimerization agonism | P35372+P41143 | cells, luminescence | activation, % at 9.3 µM | hit rate 0.3% among 340,000; in the data active means activation above about 18%;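 further: 0% = vehicle-treated cells and 100% = reference agonist; values of inactives mirror those of a sister screen read the other way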
Arrestin-AP2 inh: inhibitors of human beta-arrestin and AP2 interaction; FITC-arrestin peptide / GST-AP2 beads, flow cytometry; AP2 beta2 appendage carries R879A mutation; inhibition, % at 10 µM; hit rate 0.31% among 340,000; AID 504490;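 active means inhibition above a set limit, near 3 SD of compounds lacking own fluorescence, cut at about 54% in these data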;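 further: plate controls were DMSO wells for no effect and 5 µM unlabelled arrestin peptide for full effect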
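Test system: GST-tagged AP2 beta2-adaptin appendage (R879A) on 4 µm glutathione beads; also added: fluorescein-tagged arrestin peptide at 50 nM final; timing: 12 min plus 1 h, RT; signal: flow cytometry, FL1 (488/535 nm); read-out: percent drop in bead-associated FITC signal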
Wnt bcat act: activates Wnt/beta-catenin signaling in a reporter cell assay; AID 743398; activator, plate reader; activation, % at 9.35 µM; hit rate 1.2% among 300,000; in the data active means activation above about 30%, passing the limit was not always enough;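 further: 0% = neutral control wells and 100% = positive control wells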
Pemphigus Ab inh: inhibitors of pemphigus antibody binding to human desmoglein-3; P32926; DSG3-coupled beads, scFv-anti-DSG3-GFP binding, flow cytometry; hits give low values; binding (percent of control), % at 10 µM; hit rate 0.48% among 310,000; AID 588358;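 active means binding more than 3 SD below its plate's average and above zero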;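 further: hits lower antibody fragment binding to DSG3; some compounds called inactive have numbers as strong as hits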
Target sequence (P32926 whole entry, looked up, the tested form may be a part): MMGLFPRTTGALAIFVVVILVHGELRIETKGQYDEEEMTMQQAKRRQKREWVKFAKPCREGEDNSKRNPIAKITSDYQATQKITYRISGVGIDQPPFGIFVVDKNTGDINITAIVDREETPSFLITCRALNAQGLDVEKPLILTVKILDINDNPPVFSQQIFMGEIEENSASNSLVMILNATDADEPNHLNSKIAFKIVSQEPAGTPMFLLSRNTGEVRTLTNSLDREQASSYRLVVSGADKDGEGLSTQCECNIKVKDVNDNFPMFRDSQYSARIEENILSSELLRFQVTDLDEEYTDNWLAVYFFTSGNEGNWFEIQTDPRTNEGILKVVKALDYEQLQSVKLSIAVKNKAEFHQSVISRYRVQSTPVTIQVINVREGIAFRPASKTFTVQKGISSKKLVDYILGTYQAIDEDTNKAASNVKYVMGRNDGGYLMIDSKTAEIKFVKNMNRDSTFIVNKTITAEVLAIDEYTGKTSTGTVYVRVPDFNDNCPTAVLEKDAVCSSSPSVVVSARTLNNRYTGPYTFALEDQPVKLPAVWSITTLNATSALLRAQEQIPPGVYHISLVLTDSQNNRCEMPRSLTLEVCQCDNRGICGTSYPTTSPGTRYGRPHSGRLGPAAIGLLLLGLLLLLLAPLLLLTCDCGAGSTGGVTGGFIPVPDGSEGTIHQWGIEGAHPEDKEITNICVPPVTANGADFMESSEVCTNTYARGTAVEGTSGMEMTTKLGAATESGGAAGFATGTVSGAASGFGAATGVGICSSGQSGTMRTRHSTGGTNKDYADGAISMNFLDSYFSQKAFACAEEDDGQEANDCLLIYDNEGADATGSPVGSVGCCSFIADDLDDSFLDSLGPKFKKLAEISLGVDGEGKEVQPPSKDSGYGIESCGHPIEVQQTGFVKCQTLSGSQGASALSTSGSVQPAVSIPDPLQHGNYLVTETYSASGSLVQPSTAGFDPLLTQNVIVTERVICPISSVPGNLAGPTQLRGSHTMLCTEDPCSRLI
C-LANA FP: inhibitors of KSHV LANA C-terminal domain DNA binding. MBP-C-LANA/FAM-LBS DNA binding, fluorescence polarization. inhibition, % at 9 µM. hit rate 0.078% among 340,000. AID 504423;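 active means highest replicate inhibition at or above 60% at 9 µM, even if other replicates fall short; inactive means all replicates below 60% inhibition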;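 further: 0% = neutral control wells and 100% = 4 µM acridine orange control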
MOR-DOR inv ag: inverse agonists of human mu-delta opioid receptor heterodimerization; P35372+P41143; cell-based MOR-DOR heterodimer luminescence, inverse agonism; inhibition, % at 9.3 µM; hit rate 0.21% among 340,000; AID 504357; in the data active means inhibition above about 22%, passing the limit was not always enough;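 further: 0% = cells with DMSO and 100% = wells without cells with DMSO; values of inactives mirror those of a sister screen read the other way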
* hit, by the source's call; · = no result given.

SMILES | V-ATPase pHluor | Keap1-Nrf2 PPI | Cardiac RTF inh | cardiac RTF act | MOR-DOR ag | Arrestin-AP2 inh | Wnt bcat act | Pemphigus Ab inh | C-LANA FP | MOR-DOR inv ag
O=C(Nc1cccc([N+](=O)[O-])c1)c1ccc2snnc2c1 | 0 | -2 | -6 | 0 | -1.6 | -17 | -4 | 94 | 0.3 | 8
Cc1ccc(NC(=O)CN(C)C(=O)c2ccc(OCc3c(C)noc3C)cc2)cc1 | 1 | 1 | -2 | -6 | -5.6 | 17 | -1 | 99 | -1.3 | 27
COc1ccc(F)cc1S(=O)(=O)NCC(c1ccc2c(c1)OCO2)N1CCN(C)CC1 (stereo not drawn) | -1 | -1 | -1 | 0 | 0.0 | -6 | -3 | 104 | 0.0 | 0
Cn1c(=O)n(-c2ccc(Cl)cc2)c(=O)c2c3c(sc21)COC(C)(C)C3 | 3 | -4 | 1 | 0 | -4.1 | -5 | · | 107 | -0.7 | 18
S=c1[nH]nc(-c2ccco2)n1-c1ccc(Cl)cc1 | -2 | -4 | 0 | 1 | -2.0 | -15 | 1 | 107 | 0.9 | 10
CC(NC(=O)CCCC1CCCCC1)c1ccc(S(N)(=O)=O)cc1 (stereo not drawn) | 0 | 3 | -1 | 1 | -0.8 | -3 | -1 | 96 | -0.2 | 5
c1ccc(-n2ncc3c(NC4CCCCCC4)ncnc32)cc1 | 0 | -1 | -8 | 0 | 9.4 | -9 | 24 | 102 | -0.5 | -55
CCCC(=O)N=C1SC2CS(=O)(=O)CC2N1c1ccc(-c2nc3ccc(C)cc3s2)cc1 (stereo not drawn) | -4 | -3 | -36 | 3 | 2.2 | 7 | 34* | 106 | 1.7 | -10
COc1cc(/C=N/Nc2ccc(Cl)c(C(=O)O)c2)ccc1OC(=O)c1ccco1 | 1 | 5 | 1 | -6 | -1.3 | -6 | -1 | 105 | 0.1 | 7
Cc1cc(NC(=O)C2CCCN(S(=O)(=O)c3cnc[nH]3)C2)ccc1Br (stereo not drawn) | -1 | -1 | -7 | 5 | 0.7 | 3 | 0 | 105 | 0.7 | -4
CCN(CCNC(=O)C1CCCN(S(=O)(=O)CC)C1)c1ccccc1 (stereo not drawn) | 1 | 1 | 1 | 4 | 1.3 | 52 | · | 103 | 0.7 | -8
C#CCOCCOCCOCCNc1nc(N2CCN(C(=O)CCCCCCCCCCNC(=O)[C@H](CCCCN)n3cc(C)nn3)CC2)nc(N2CCN(C(=O)CCCCCCCCCCNC(=O)[C@H](CCCCN)n3cc(CCCC(=O)O)nn3)CC2)n1 | -2 | -14 | 5 | 4 | -2.8 | -9 | · | 112 | 0.0 | 13
Cc1ccc(Cl)cc1NC(=S)NN | 0 | 2 | · | · | · | 19 | -1 | 100 | 2.7 | ·
CCc1ccc(NC(=S)N2CCN(c3cccc(C(F)(F)F)c3)CC2)cc1 | -4 | 0 | -6 | -1 | 0.9 | 8 | -8 | · | -1.4 | -5
Cc1noc(C)c1NC(=O)NC(c1ccccc1)c1ccccc1 | 1 | 3 | 1 | 1 | -1.2 | -5 | 2 | · | · | 6
NS(=O)(=O)c1ccc(NC(=O)CSc2ncccn2)cc1 | -1 | 1 | -10 | -2 | -1.0 | 0 | 0 | 100 | 0.1 | 5
NC(=O)c1cc2cc(Cc3ccccc3Cl)ccc2oc1=O | 2 | 4 | -1 | 5 | -0.4 | 13 | 0 | 105 | 0.0 | 2
CC(C(=O)N1CCN(C=O)CC1)N1C(=O)c2ccccc2C1=O (stereo not drawn) | -1 | 3 | -3 | -4 | -1.9 | 8 | -1 | 108 | 0.3 | 8
O=C(NC1CC1)c1ccc(-n2cccc2)cc1 | 0 | -2 | -9 | 2 | -0.3 | 20 | 6 | · | 0.4 | 1
COc1ccc(OCCC(=O)NCCN2CCOCC2)cc1 | -1 | -3 | 4 | 0 | -1.6 | 35 | 0 | 101 | 0.0 | 9
N#Cc1c(-c2ccc(F)cc2)cc(-c2cccnc2)nc1N | -3 | 1 | -5 | 0 | -1.8 | 10 | -2 | 124 | 3.0 | 10
CSc1ccc(C(=S)N2CCN(CCO)CC2)cc1 | 1 | 4 | -1 | 6 | -3.3 | 9 | · | 93 | -0.8 | 19
O=C1S/C(=C\c2cccs2)C(=O)N1c1ccc(O)cc1 | -4 | 3 | -1 | -2 | 1.5 | 4 | 44* | 102 | 0.6 | -7
Cc1cc(C)cc(NC(=O)CSc2nnnn2-c2cccnc2)c1 | -5 | -1 | -4 | 6 | -0.6 | 6 | -1 | 94 | -0.6 | 3
CN(C)c1ccc(C(CN)c2c[nH]c3ccccc23)cc1 (stereo not drawn) | -2 | -6 | -1 | 5 | 1.2 | 7 | -8 | 100 | 0.7 | -6
O=C(CSc1nc2cc(C(=O)O)ccc2c(=O)n1-c1ccc(F)cc1)Nc1ccc(F)c(F)c1F | 2 | -6 | -3 | 0 | -1.4 | 20 | 2 | · | -1.6 | 6
O=C(CCC(=O)NC1CCCCCC1)Nc1nnc(C(F)(F)F)s1 | -2 | 3 | -5 | -2 | 0.9 | -3 | · | 94 | 0.4 | -5
O=C(NCc1cccc(Cl)c1)NCc1cccc(Cl)c1 | -3 | -1 | -3 | 6 | 3.7 | 7 | · | · | 1.2 | -18
Cc1ccccc1NC(=O)COC(=O)c1ccc(S(=O)(=O)N2CCCCCC2)cc1 | -4 | -2 | -26 | 6 | 0.0 | -4 | 2 | 93 | -0.2 | 0
CC(C)NC(=O)N(C)C[C@H]1Oc2ccc(NC(=O)CCN3CCOCC3)cc2C(=O)N([C@H](C)CO)C[C@@H]1C | -1 | -3 | -6 | 5 | -3.3 | -10 | 3 | 92 | -1.9 | 15
COC(=O)COc1ccc2c(=O)c(-c3ccccc3OC)coc2c1 | 3 | -5 | 3 | -5 | -2.9 | 8 | · | 101 | 1.6 | 14
CN1c2cccc3cccc(c23)N(C)C1(C)C | 8 | -3 | 4 | -1 | 0.7 | 12 | -10 | 100 | -2.8 | -4
CC(C)N(C(=O)[C@H]1C[C@H](CC(=O)NCC23CC4CC(CC(C4)C2)C3)C(=O)N2CCc3c([nH]c4cc(-c5ccco5)ccc34)[C@]12C)C(C)C | -3 | 3 | -3 | -1 | -2.2 | 3 | 0 | 106 | 0.1 | 11
COc1ccc2oc(C(=O)N3CCN(C/C=C/c4ccccc4)CC3)c(C)c2c1 | 0 | 0 | -1 | 2 | 0.6 | 26 | 4 | 98 | 0.0 | -2
O=S(=O)(NCc1csc(-c2cccnc2)n1)c1cccs1 | -4 | -5 | 0 | -2 | -1.1 | -5 | 2 | 104 | 1.4 | 6
CC(NC(=S)Nc1ccc([N+](=O)[O-])cc1)c1ccncc1 (stereo not drawn) | 1 | 1 | -4 | -5 | -2.7 | -6 | -1 | 106 | 2.1 | 16
O=C(OCC(=O)N1CCOCC1)c1cc2ccccc2oc1=O | -2 | -6 | 6 | -4 | -4.0 | -13 | -2 | 104 | -0.4 | 16
Cc1cccc(C)c1Nc1nc2ccccc2o1 | 1 | -1 | -13 | 0 | -0.6 | -9 | -4 | 115 | -0.5 | 3
O=C(CN1C(=O)COc2ccccc21)NCCN1CCCC1 | -2 | -2 | 1 | -5 | -1.4 | 9 | 3 | 100 | -0.2 | 8
Cc1cccc(-c2nnc(SCc3nc4ccccc4[nH]3)n2Cc2ccco2)c1 | 7 | -1 | 5 | 1 | -0.6 | 2 | -3 | 105 | -0.7 | 3

Compound profiles, from the list above:
CC(NC(=S)Nc1ccc([N+](=O)[O-])cc1)c1ccncc1 (stereo not drawn) as listed: V-ATPase pHluor = 1; Keap1-Nrf2 PPI = 1; Cardiac RTF inh = -4; cardiac RTF act = -5; MOR-DOR ag = -2.7; Arrestin-AP2 inh = -6; Wnt bcat act = -1; Pemphigus Ab inh = 106; C-LANA FP = 2.1; MOR-DOR inv ag = 16
CN1c2cccc3cccc(c23)N(C)C1(C)C as listed: V-ATPase pHluor = 8; Keap1-Nrf2 PPI = -3; Cardiac RTF inh = 4; cardiac RTF act = -1; MOR-DOR ag = 0.7; Arrestin-AP2 inh = 12; Wnt bcat act = -10; Pemphigus Ab inh = 100; C-LANA FP = -2.8; MOR-DOR inv ag = -4

Next structures.
structure,V-ATPase pHluor,Keap1-Nrf2 PPI,Cardiac RTF inh,cardiac RTF act,MOR-DOR ag,Arrestin-AP2 inh,Wnt bcat act,Pemphigus Ab inh,C-LANA FP,MOR-DOR inv ag
S=C(NCCc1ccc(Cl)cc1)NC1CC1,-1,-2,-9,9,0.3,2,7,110,-2.4,-2
OCc1cn(-c2ccccc2)nc1-c1ccc2c(c1)OCCO2,1,-3,-6,-2,-0.6,-2,·,100,0.1,3
Cc1ccc(NCC(=O)Nc2c(C)n(C)n(-c3ccccc3)c2=O)cc1S(=O)(=O)N(C)C,6,5,-1,-2,-2.6,27,0,89,-0.1,14
Cc1ccccc1C(=O)Nc1ccc(N2CCOCC2)nc1,-100,-2,-7,0,-2.9,-8,·,107,-0.6,15
CCC(C)[C@@H](CN(N=O)[C@@H](Cc1ccccc1)CN(C)N=O)N(CCc1ccccc1)N=O (stereo partly drawn),-2,0,-4,0,0.2,-4,·,96,-2.1,-1
Nc1nc(-c2ccc3c(c2)OCCO3)c(CC(=O)O)s1,0,-6,-5,7,-3.8,9,2,89,-3.4,18
CSc1ccc(CNCc2ccco2)cc1,1,-3,-4,4,-1.9,-3,1,112,-2.1,10
COC(=O)CS(=O)(=O)c1ccc2c(c1)CC(=O)N2,4,-4,5,-6,2.3,11,·,101,-0.7,-11
O=C(c1ccc(F)cc1)N1CCN2C(=O)c3ccccc3C12c1ccccc1 (stereo not drawn),-7,-5,4,4,0.1,2,-1,·,0.7,0
C[C@@H](CN1CCC[C@H]1CN1C(N)=NC[C@@H]1Cc1ccccc1)N1C[C@@H](Cc2ccccc2)N(CCc2ccc(Cl)c(Cl)c2)C1=N,6,3,4,-4,-0.5,23,·,119,-0.5,3
Cc1ccc(SCC(=O)Nc2ccc(-c3nc4ccccc4[nH]3)cc2)cc1,2,-4,-13,-3,34*,2,-2,98,-1.5,-206
